# Assay outcomes: PubChem, Broad Institute
# TcdB GH inh – TcdB glycohydrolase inhibitors, primary screen, biochemical, single point, plate reader; Toxin B (Clostridioides difficile), P18177; TcdB glycohydrolase enzymatic assay; inhibition, % at 9.99 µM; hit rate 0.24% among 350,000; AID 652162, 2013; in the data active means inhibition above about 10%
# * hit, by the source's call.
SMILES,TcdB GH inh
C[C@H](C(=O)N(C)C[C@@H]1OCc2ccccc2-c2ccccc2C(=O)N([C@@H](C)CO)C[C@H]1C)c1ccccc1,0.4
COc1ccc2c3c([nH]c2c1)[C@@H](CO)N(C(=O)Nc1cccc(F)c1)CC31CN(S(=O)(=O)c2cccc(C)c2)C1,-0.3
CC(C)NC(=O)Nc1ccc2c(c1)C(=O)N([C@H](C)CO)C[C@H](C)[C@H](CN(C)S(=O)(=O)c1cn(C)cn1)O2,-0.9
C[C@H](CO)N1C[C@H](C)[C@@H](CN(C)C(=O)Nc2ccc(F)cc2)OCCCC[C@H](C)Oc2ccc(NC(=O)Nc3ccc4c(c3)OCO4)cc2C1=O,-0.1
C[C@H](CO)N1C[C@H](C)[C@@H](CN(C)C(=O)C2CCCCC2)Oc2ncc(C3=CCCC3)cc2C1=O,1.1
C[C@@H]1CN([C@H](C)CO)C(=O)c2cc(NC(=O)CCN3CCOCC3)ccc2O[C@H]1CN(C)Cc1ccc(Oc2ccccc2)cc1,0.4
CO[C@@H]1CC[C@@H]2CCOc3ccc(C#N)cc3C(=O)N(C)C[C@@H](OC)[C@@H](C)C(=O)N(C)C[C@H]1O2,-0.5
CCCC#Cc1ccc2c(c1)O[C@H](CN(C)C(=O)COC)[C@@H](C)CN([C@@H](C)CO)S2(=O)=O,0.3
O=C(Nc1ccc(F)cc1)N1C[C@@H]2[C@H](c3ccccc31)[C@@H](CO)N2C(=O)c1ccccc1,-0.2
CN1C(=O)c2cc(NS(C)(=O)=O)ccc2OC[C@@H]2O[C@@H](CC(=O)O)CC[C@@H]21,-1.5
CC(C)CC#Cc1ccc([C@H]2[C@H](CO)N3C(=O)CN(S(=O)(=O)c4ccccc4)C[C@@H]23)cc1,-0.7
CC(C)[C@H](C)NC(=O)N(C)C[C@H]1OCc2ccccc2-c2c(n(C)c3ccccc23)C(=O)N([C@H](C)CO)C[C@H]1C,-0.6
C[C@H](NC(=O)C[C@H]1C[C@H]2c3cc(NS(C)(=O)=O)ccc3O[C@H]2[C@@H](CO)O1)c1ccccc1,0.6
CN1C(=O)c2cc(NC(=O)Cc3cccs3)ccc2OC[C@H]2O[C@@H](CC(=O)NCCc3ccncc3)CC[C@H]21,-0.2
O=C(C1CCOCC1)N1CC[C@@H]2[C@H]1c1cc(-c3cccc(F)c3)ccc1N[C@@H]2CO,-0.1
CN(C)C(=O)C[C@@H]1C=C[C@@H](NC(=O)NC2CCCC2)[C@@H](CO)O1,0.7
O=C(C[C@@H]1CC[C@@H]2[C@H](COC[C@H](O)CN2C(=O)c2cccnc2)O1)NC1Cc2ccccc2C1,-0.3
CCCC#Cc1ccc([C@H]2[C@@H](CO)N3CCCCN(C(=O)c4ccc5c(c4)OCO5)C[C@H]23)cc1,0.7
O=C(O)[C@H]1[C@H](CO)[C@H]2Cn3c(ccc(-c4ccc(F)cc4)c3=O)[C@@H]1N2CC1CCCC1,-0.4
CCCC(=O)Nc1ccc2c(c1)OC[C@H](C)N(CCC)C[C@@H](C)[C@H](OC)CN(C)C2=O,1.0
C[C@@H]1CN([C@@H](C)CO)C(=O)c2c(c3ccccc3n2C)-c2ccccc2CO[C@@H]1CN(C)Cc1ccc(-c2ccccc2)cc1,-1.0
CO[C@@H]1CN(C)C(=O)c2ccc(NC(=O)C3CC3)cc2OC[C@@H](C)N(C(=O)Nc2ccc(C(F)(F)F)cc2)C[C@H]1C,-2.5
CCC(=O)N1C[C@H](C)[C@H](OC)CN(C)C(=O)c2cc(NS(=O)(=O)CC)ccc2OC[C@@H]1C,-1.1
COc1ccc(S(=O)(=O)Nc2ccc3c(c2)CC(=O)N([C@@H](C)CO)C[C@H](C)[C@@H](CN(C)Cc2ccc(Oc4ccccc4)cc2)O3)cc1,0.7
Cc1noc(C)c1NC(=O)N(C)C[C@H]1Oc2ccc(NC(=O)C3CC3)cc2CC(=O)N([C@H](C)CO)C[C@H]1C,-4.4
COc1ccc(-c2cn(CC[C@@H]3CC[C@H](NS(=O)(=O)c4ccccc4C)[C@H](CO)O3)nn2)cc1,0.6
C[C@@H]1CCCCO[C@H](CN(C)C)[C@@H](C)CN([C@H](C)CO)C(=O)c2cc(NC(=O)Nc3ccc(F)cc3)ccc2O1,0.6
CC(=O)N1[C@@H]2Cn3c(ccc(-c4ccccc4)c3=O)[C@H]1[C@@H](C(=O)N1CCCCC1)[C@@H]2CO,0.6
Cc1noc(C)c1NC(=O)N(C)C[C@H]1OCCCC[C@H](C)Oc2ccc(NC(=O)c3ccncc3)cc2C(=O)N([C@H](C)CO)C[C@@H]1C,0.2
Fc1ccc2cnc(-c3ccsc3)cc2c1,2.0
C[C@@H]1CN([C@@H](C)CO)C(=O)c2cc(C#Cc3ccccn3)cnc2O[C@@H]1CN(C)CC1CCOCC1,-1.4
C[C@H]1CN([C@@H](C)CO)S(=O)(=O)c2ccc(-c3cccnc3)cc2O[C@H]1CN(C)C(=O)c1ccc2c(c1)OCO2,0.1
C[C@H]1CN([C@@H](C)CO)C(=O)c2cc(NC(=O)Nc3cccc4ccccc34)ccc2O[C@H]1CN(C)C(=O)NC1CCCCC1,-0.8
CC(C)C#Cc1ccc([C@H]2[C@@H](CO)N3C(=O)CN(C(=O)Cc4ccccc4)C[C@@H]23)cc1,0.7
C[C@H]1CN([C@@H](C)CO)C(=O)c2cc(NC(=O)Cc3cn(C)c4ccccc34)ccc2O[C@H]1CN(C)C(=O)Nc1ccc2c(c1)OCO2,1.0
CO[C@H]1CN(C)C(=O)c2ccc(NC(=O)Nc3ccc(F)cc3)cc2OC[C@@H](C)NC[C@H]1C,-2.1
O=C(C[C@@H]1C[C@H]2c3cc(NC(=O)CC4CC4)ccc3O[C@H]2[C@H](CO)O1)NCc1ccccn1,0.8
CS(=O)(=O)Nc1ccc2c(c1)[C@H]1C[C@H](CC(=O)NCc3cccnc3)O[C@H](CO)[C@H]1O2,-0.3
C[C@@H]1CCCCO[C@@H](CN(C)Cc2ccc(Cl)c(Cl)c2)[C@H](C)CN([C@@H](C)CO)C(=O)c2cc(NC(=O)Nc3ccc(F)cc3)ccc2O1,0.6
C[C@H](NC(=O)[C@@H]1N[C@@H]2c3ccc(C4=CCCCC4)c(=O)n3C[C@@H]2[C@H]1CO)c1ccccc1,0.2

# No new results follow: entries from further up.
SMILES,TcdB GH inh
CC(C)CC#Cc1ccc([C@H]2[C@H](CO)N3C(=O)CN(S(=O)(=O)c4ccccc4)C[C@@H]23)cc1,-0.7
CC(C)[C@H](C)NC(=O)N(C)C[C@H]1OCc2ccccc2-c2c(n(C)c3ccccc23)C(=O)N([C@H](C)CO)C[C@H]1C,-0.6
C[C@H](NC(=O)C[C@H]1C[C@H]2c3cc(NS(C)(=O)=O)ccc3O[C@H]2[C@@H](CO)O1)c1ccccc1,0.6
CN1C(=O)c2cc(NC(=O)Cc3cccs3)ccc2OC[C@H]2O[C@@H](CC(=O)NCCc3ccncc3)CC[C@H]21,-0.2
O=C(C1CCOCC1)N1CC[C@@H]2[C@H]1c1cc(-c3cccc(F)c3)ccc1N[C@@H]2CO,-0.1
CN(C)C(=O)C[C@@H]1C=C[C@@H](NC(=O)NC2CCCC2)[C@@H](CO)O1,0.7
O=C(C[C@@H]1CC[C@@H]2[C@H](COC[C@H](O)CN2C(=O)c2cccnc2)O1)NC1Cc2ccccc2C1,-0.3
CCCC#Cc1ccc([C@H]2[C@@H](CO)N3CCCCN(C(=O)c4ccc5c(c4)OCO5)C[C@H]23)cc1,0.7
O=C(O)[C@H]1[C@H](CO)[C@H]2Cn3c(ccc(-c4ccc(F)cc4)c3=O)[C@@H]1N2CC1CCCC1,-0.4
CCCC(=O)Nc1ccc2c(c1)OC[C@H](C)N(CCC)C[C@@H](C)[C@H](OC)CN(C)C2=O,1.0
C[C@@H]1CN([C@@H](C)CO)C(=O)c2c(c3ccccc3n2C)-c2ccccc2CO[C@@H]1CN(C)Cc1ccc(-c2ccccc2)cc1,-1.0

# (next part)
SMILES,TcdB GH inh
COCC(=O)Nc1ccc2c(c1)C(=O)N(C)[C@H]1CC[C@H](CC(=O)OC)O[C@@H]1CO2,-1.1
COC(=O)C[C@@H]1CC[C@H]2[C@@H](COC[C@H](O)CN2C(=O)Nc2ccccc2OC)O1,2.6
CNC(=O)C[C@@H]1CC[C@@H]2[C@@H](COc3ccc(NS(=O)(=O)c4ccccc4C)cc3C(=O)N2C)O1,3.1
C[C@@H]1CN([C@@H](C)CO)C(=O)c2cc(NC(=O)CCC(F)(F)F)ccc2O[C@@H](C)CCCCO[C@@H]1CN(C)C(=O)CCC(F)(F)F,-0.1
COc1cccc(NC(=O)N[C@H]2C=C[C@H](CC(=O)Nc3ccc(-c4ccccc4)cc3)O[C@@H]2CO)c1,0.2
CC(C)NC(=O)NCC[C@@H]1CC[C@@H](NS(=O)(=O)c2ccc(Oc3ccccc3)cc2)[C@H](CO)O1,-4.4
N#Cc1cccc(-c2ccc([C@H]3[C@H](CO)N4CCCCN(C(=O)Cc5cccnc5)C[C@@H]34)cc2)c1,-0.2
COc1ccccc1-c1cn(CC[C@H]2CC[C@H](NC(=O)C3CCOCC3)[C@H](CO)O2)nn1,-0.7
CC(=O)N1CC2(C1)[C@H](c1ccc(-c3ccc(C#N)cc3)cc1)[C@@H](CO)N2CCC(F)(F)F,-9.8
COCC(=O)Nc1ccc2c(c1)[C@@H]1C[C@@H](CC(=O)NC3CCCCC3)O[C@H](CO)[C@@H]1O2,0.0
COc1ccccc1CN1C[C@@H]2N[C@H](C1)C2c1ccc(-c2ccccc2)cc1 (some centres not stated),-0.9
C[C@@H]1CN([C@@H](C)CO)C(=O)c2cccc(NC(=O)c3cnccn3)c2O[C@@H]1CN(C)C,0.7
C[C@@H]1CN([C@@H](C)CO)C(=O)c2cc(NC(=O)Cn3cnnn3)ccc2O[C@H]1CN(C)C(=O)Nc1ccccc1,0.8
N#C[C@@H]1[C@H](c2ccccc2-c2ccc(F)cc2)[C@H](CO)N1C(=O)NC1CCCC1,0.9
COc1ccc(S(=O)(=O)N(C)C[C@H]2OCCCC[C@H](C)Oc3ccc(NC(=O)NC4CCCCC4)cc3C(=O)N([C@H](C)CO)C[C@H]2C)cc1,-0.1
O=C(NC1CCCC1)N1CCCCN2[C@H](CO)[C@H](c3ccc(-c4ccccc4)cc3)[C@@H]2C1,1.2
CC(C)NC(=O)N(C)C[C@@H]1OCc2cnnn2CCCC(=O)N([C@@H](C)CO)C[C@@H]1C,-1.4
CC(=O)N1CCCCN2[C@H](C1)[C@H](c1ccc(-c3ccncc3)cc1)[C@@H]2CO,-1.2
CCCC#Cc1ccc([C@@H]2[C@@H](CO)N3C(=O)CN(S(=O)(=O)c4ccccc4C)C[C@H]23)cc1,0.9
C[C@@H]1CN([C@@H](C)CO)C(=O)c2cccc(NC(=O)NC3CCCCC3)c2O[C@@H]1CN(C)Cc1ccc(C(F)(F)F)cc1,0.6
CCCNC(=O)C[C@@H]1CC[C@@H]2[C@@H](COc3ccc(NC(=O)NCC)cc3C(=O)N2C)O1,-0.7
CCCc1c(-c2cccc(Cl)c2)ncn1Cc1cccc(-c2ccccc2)c1,0.6
O=C(CCN1CCCCC1)NCC[C@@H]1CC[C@@H](NC(=O)C2CCOCC2)[C@@H](CO)O1,-2.3
C[C@@H]1CN([C@H](C)CO)C(=O)c2cc(NC(=O)Nc3ccccc3)ccc2O[C@@H]1CN(C)S(C)(=O)=O,-0.3
COc1ccc(S(=O)(=O)N[C@@H]2C=C[C@H](CC(=O)O)O[C@H]2CO)cc1,-1.0
COCC(=O)Nc1ccc2c(c1)OC[C@@H](C)N(C(C)=O)C[C@@H](C)[C@@H](OC)CN(C)C2=O,-0.9
C[C@H](CO)N1C[C@H](C)[C@@H](CN(C)S(=O)(=O)c2cn(C)cn2)OCCCC[C@H](C)Oc2ccc(NC(=O)Nc3ccc(F)cc3)cc2C1=O,-0.1
COCC(=O)N(C)C[C@H]1Oc2cc(C#CC(C)(C)O)ccc2S(=O)(=O)N([C@@H](C)CO)C[C@H]1C,0.6
COc1cc(CN2CC3(CCN(C(=O)Nc4c(C)noc4C)CC3)c3c(n(C)c4cc(OC)ccc34)[C@@H]2CO)cc(OC)c1,-0.3
CN1C(=O)c2cc(NC(=O)c3cnccn3)ccc2OC[C@@H]2O[C@H](CC(=O)N[C@@H]3CCN(Cc4ccccc4)C3)CC[C@@H]21,0.3
C/C=C/c1ccc([C@@H]2[C@@H](CO)N(C(C)=O)[C@H]2CN(CC)C(=O)CN(C)C)cc1,-0.6
C[C@@H]1CN([C@H](C)CO)C(=O)c2cccc(NC(=O)Nc3ccccc3)c2O[C@@H]1CN(C)C(=O)Nc1ccccc1,2.6
CC(=O)NC[C@@H]1[C@@H](c2ccc(-c3cccnc3)cc2)[C@@H](CO)N1C(=O)CC1CC1,0.5
O=C([C@@H]1[C@@H](CO)[C@@H]2Cn3c(ccc(C4=CCCCC4)c3=O)[C@H]1N2Cc1nccs1)N1CCCCC1,-0.8
C[C@H](CO)N1C[C@H](C)[C@H](CN(C)C(=O)Nc2ccc(C(F)(F)F)cc2)Oc2c(NS(=O)(=O)c3cccs3)cccc2C1=O,-1.8
COc1ccc(NC(=O)N(C)C[C@H]2OCCCC[C@H](C)Oc3ccc(NC(=O)c4ccccc4)cc3C(=O)N([C@H](C)CO)C[C@@H]2C)cc1,-0.4
COc1ccc(NC(=O)Nc2ccc3c(c2)[C@@H]2C[C@H](CC(=O)NCC4CC4)O[C@@H](CO)[C@@H]2O3)cc1,-0.1
CC(C)NC(=O)N1C[C@@H]2[C@H](c3ccccc31)[C@@H](CO)N2C(=O)c1ccc(F)cc1,-0.3
CC(C)NC(=O)N(C)C[C@@H]1Oc2ccc(NC(=O)Nc3ccc(F)cc3)cc2C(=O)N([C@@H](C)CO)C[C@H]1C,0.7
COCC(=O)N1CC2(C1)[C@H](c1ccccc1)[C@@H](CO)N2C(=O)c1ccncc1,-1.8
O=C(C1=C[C@H](c2ccc(Br)cc2)C[C@H](OCc2ccc(CO)cc2)O1)N1CCN(Cc2ccccc2)CC1,0.8
Cn1cnc(S(=O)(=O)N2CCCCN3[C@@H](CO)[C@@H](c4ccc(-c5cccc(F)c5)cc4)[C@@H]3C2)c1,-0.8
CN1C(=O)c2cc(NC(=O)c3ccccc3F)ccc2OC[C@@H]2O[C@H](CC(=O)NCc3ccc4c(c3)OCO4)CC[C@@H]21,-0.9

# These rows are one share of the data; rates above refer to the full screens.
